From PubChem BioAssay
CHRM4 antagonist: blocks acetylcholine activation of human M4 receptor. inhibition, % at 3 µM. AID 624125. CHO-hM4 cells, ACh EC80, Fluo-8 calcium fluorescence. 360,000 tested, 0.73% active;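 active = inhibition above its plate's cutoff, the mean inhibition of sample wells plus 3 SD, cut at about 27% in these data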;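 also: 0% = acetylcholine EC80 with DMSO and 100% = DMSO without agonist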
Target sequence (P08173 whole entry, looked up): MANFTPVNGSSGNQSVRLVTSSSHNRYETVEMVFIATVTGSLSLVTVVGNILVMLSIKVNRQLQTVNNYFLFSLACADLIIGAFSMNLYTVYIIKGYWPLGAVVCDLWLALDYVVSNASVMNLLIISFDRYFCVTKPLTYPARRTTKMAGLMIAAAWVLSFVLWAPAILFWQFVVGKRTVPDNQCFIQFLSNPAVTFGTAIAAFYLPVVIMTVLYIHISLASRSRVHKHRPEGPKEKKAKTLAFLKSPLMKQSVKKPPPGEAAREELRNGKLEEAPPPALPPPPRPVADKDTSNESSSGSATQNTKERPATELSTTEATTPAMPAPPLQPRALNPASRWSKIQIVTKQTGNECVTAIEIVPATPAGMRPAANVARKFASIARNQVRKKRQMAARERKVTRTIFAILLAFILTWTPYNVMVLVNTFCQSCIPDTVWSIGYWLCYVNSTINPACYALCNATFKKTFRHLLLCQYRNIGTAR
M1 ag parental: counter-screen for M1 agonists: effect in parental CHO-K1 cells; Fluo-8 calcium fluorescence; scaled to maximal ATP response, vehicle zero; activation, % at 3 µM; 360,000 tested, 0.48% active; in the data active = activation above about 15%;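 also: untransfected CHO-K1 host cells lacking M1 receptor as counterscreen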
CHO-K1 Ca antag: counter-screen for M1 antagonists: effect in parental CHO-K1 cells | 360,000 tested, 0.6% active | ATP-induced calcium, Fluo-8 fluorescence | AID 602250 | inhibition, % at 3 µM;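 active = inhibition above a per-plate cutoff, the plate's mean sample inhibition plus 3 SD, cut at about 24% in these data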;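 also: 0% = DMSO plus EC80 ATP and 100% = DMSO alone without ATP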
CHO-K1 Ca PAM: nonselective activator or artifact in parental CHO-K1 calcium assay. ATP EC20, Fluo-8 calcium fluorescence; 0% at ATP EC20, 100% at ATP max. activation, % at 3 µM. 360,000 tested, 0.02% active;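 active = activation above the run cutoff, the mean activation of all test compounds plus 3 SD, cut at about 40% in these data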;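 also: peak over basal fluorescence ratio in a 140 s read after ATP addition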
M5 ag: CHRM5 agonism in calcium assay; CHO-K1 hM5 cells, Fluo-8 calcium fluorescence; 0% DMSO wells, 100% maximal acetylcholine response; AID 624037; 360,000 tested, 0.19% active; activation, % at 3 µM; P08912;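 active = activation above the run's mean over test compounds plus 3 SD, cut at about 23% in these data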;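 also: signal is peak over basal fluorescence ratio across the kinetic read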
Target sequence (P08912 whole entry, looked up): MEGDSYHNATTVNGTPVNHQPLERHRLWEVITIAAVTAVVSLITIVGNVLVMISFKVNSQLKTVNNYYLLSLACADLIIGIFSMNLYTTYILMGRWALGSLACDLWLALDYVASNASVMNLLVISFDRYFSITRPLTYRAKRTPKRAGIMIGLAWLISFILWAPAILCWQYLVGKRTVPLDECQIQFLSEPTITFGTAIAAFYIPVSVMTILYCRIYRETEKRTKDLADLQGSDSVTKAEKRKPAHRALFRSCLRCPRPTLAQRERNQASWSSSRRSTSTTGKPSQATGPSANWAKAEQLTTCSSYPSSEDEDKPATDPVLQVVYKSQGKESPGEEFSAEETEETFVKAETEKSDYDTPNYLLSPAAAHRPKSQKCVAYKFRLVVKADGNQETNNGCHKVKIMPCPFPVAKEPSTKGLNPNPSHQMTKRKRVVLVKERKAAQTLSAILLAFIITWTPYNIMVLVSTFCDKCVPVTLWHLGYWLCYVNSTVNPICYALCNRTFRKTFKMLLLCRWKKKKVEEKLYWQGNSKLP
CHRM4 PAM: potentiates acetylcholine response at human M4 receptor. P08173. CHO-K1 hM4/Gqi5, Fluo-8 calcium fluorescence, ACh EC20; 0% = ACh EC20, 100% = maximal ACh. activation, % at 3 µM. 360,000 tested, 0.4% active;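 active = activation above its plate's cutoff, the mean activation of sample wells plus 3 SD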; also: some results filed as inactive read as strong as hits
M4 ag: agonists of human muscarinic M4 receptor (CHRM4). activation, % at 3 µM. 360,000 tested, 0.14% active. CHO-K1 hM4/Gqi5, Fluo-8 calcium fluorescence; vehicle 0%, full acetylcholine response 100%;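 active = activation above the run mean over all test wells plus 3 SD, cut at about 32% in these data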;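 also: peak over basal fluorescence ratio per well then scaled between controls; 0% = DMSO wells and 100% = acetylcholine at EC100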
CHRM5 antagonist: blocks acetylcholine activation of human M5 receptor; CHO-hM5 cells, Fluo-8 calcium fluorescence, ACh EC80; inhibition, % at 3 µM; 360,000 tested, 0.59% active; AID 624040;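 active = inhibition above a per-plate cutoff, the mean of that plate's test compounds plus 3 SD, cut at about 27% in these data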;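 also: 0% = acetylcholine EC80 with DMSO and 100% = DMSO without agonist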
CHRM5 PAM: positive allosteric modulators of human muscarinic M5 receptor; activation, % at 3 µM; P08912; 360,000 tested, 0.3% active; CHO-K1 hM5, Fluo-8 calcium, ACh EC20 PAM; 0% = ACh EC20, 100% = ACh EC100;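 active = activation above the run cutoff, the mean activation of all test compounds plus 3 SD, cut at about 18% in these data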
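Probe or stimulus: acetylcholine, EC20 level; Assay system: human M5 receptor in CHO-K1 cells; Schedule: compound preincubation 140 s before EC20 acetylcholine addition; Technique: intracellular calcium via Fluo-8 fluorescence; Dosing: single-point, 3 µM nominal; Read-out basis: percent activation from peak-over-basal fluorescence ratio, scaled EC20-to-EC100 acetylcholine; Repeats: one well per compound, no replicates.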
Active calls of the source: *. Outcome played no part in choosing rows; any-hit rate near 2.7%.

Results for FC(F)(F)c1ccccc1CN1CCCC(N2CCN(c3ccccc3)CC2)C1 (centres undefined) ?
CHRM4 antagonist: -5; M1 ag parental: 0.1; CHO-K1 Ca antag: -14; CHO-K1 Ca PAM: 13; M5 ag: -7; CHRM4 PAM: -6; M4 ag: 1; CHRM5 antagonist: 6; CHRM5 PAM: -6

How did CCN(CC(=O)NC1CCS(=O)(=O)C1)S(=O)(=O)c1ccc2ccccc2c1 (centres undefined) do in these assays?
CHRM4 antagonist: -7; M1 ag parental: 3.4; CHO-K1 Ca antag: 4; CHO-K1 Ca PAM: 6; M5 ag: 2; CHRM4 PAM: 0; M4 ag: 9; CHRM5 antagonist: 0; CHRM5 PAM: -4

What do the screens show for `CCc1ccc(C(=O)Nc2ccc3c(c2)n(C)c(=O)n3C)cc1`?
CHRM4 antagonist: -6; M1 ag parental: 0.9; CHO-K1 Ca antag: -13; CHO-K1 Ca PAM: 3; M5 ag: 2; CHRM4 PAM: -4; M4 ag: 1; CHRM5 antagonist: -18; CHRM5 PAM: 24*

What do the screens show for `CCCCOc1ccc(C2CC(=O)NC2=O)cc1` (centres undefined)?
CHRM4 antagonist: -8; M1 ag parental: 0.1; CHO-K1 Ca antag: -6; CHO-K1 Ca PAM: 19; M5 ag: -3; CHRM4 PAM: 4; M4 ag: 0; CHRM5 antagonist: 2; CHRM5 PAM: 1

What do the screens show for `Cc1ccc(C)c(NC(=O)CCc2c(C)nn(-c3ccc(N4CCCCC4)nn3)c2C)c1`?
CHRM4 antagonist: 12; M1 ag parental: 2.9; CHO-K1 Ca antag: 3; CHO-K1 Ca PAM: 2; M5 ag: -5; CHRM4 PAM: -7; M4 ag: 9; CHRM5 antagonist: 3; CHRM5 PAM: -5

How did Cc1ccc(-c2cn(-c3ccccc3)c(SCC(N)=O)n2)cc1C do in these assays?
CHRM4 antagonist: -5; M1 ag parental: 0.3; CHO-K1 Ca antag: 2; CHO-K1 Ca PAM: -1; M5 ag: -1; CHRM4 PAM: 3; M4 ag: 0; CHRM5 antagonist: 1; CHRM5 PAM: -4

What do the screens show for `COc1cccc(Oc2ccc(C(F)(F)F)cc2NC(=O)CCc2nc3ccccc3c(=O)[nH]2)c1`?
CHRM4 antagonist: -5; M1 ag parental: 0.4; CHO-K1 Ca antag: -8; CHO-K1 Ca PAM: 7; M5 ag: -4; CHRM4 PAM: -3; M4 ag: 4; CHRM5 antagonist: -3; CHRM5 PAM: 2

How did CC(C)NS(=O)(=O)c1ccc(OCC(=O)N2CCCC2)c(Cl)c1 do in these assays?
CHRM4 antagonist: 1; M1 ag parental: 1.9; CHO-K1 Ca antag: -13; CHO-K1 Ca PAM: 22; M5 ag: -1; CHRM4 PAM: 3; M4 ag: 1; CHRM5 antagonist: 5; CHRM5 PAM: 1

What do the screens show for `COc1ccc(CNC(=O)C2CCN(C(=O)N(C)C)CC2)c(OC)c1`?
CHRM4 antagonist: 7; M1 ag parental: 0.3; CHO-K1 Ca antag: -17; CHO-K1 Ca PAM: 19; M5 ag: 3; CHRM4 PAM: 6; M4 ag: 0; CHRM5 antagonist: -4; CHRM5 PAM: 4

Results for CN1CCN(C(=S)Nc2cccc(C(F)(F)F)c2)CC1 ?
CHRM4 antagonist: 8; M1 ag parental: 0.9; CHO-K1 Ca antag: -1; CHO-K1 Ca PAM: 12; M5 ag: -1; CHRM4 PAM: 7; M4 ag: 1; CHRM5 antagonist: 9; CHRM5 PAM: -1

How did COc1ccccc1N1C(=O)CCC1(C#N)c1ccccc1 (centres undefined) do in these assays?
CHRM4 antagonist: 6; M1 ag parental: 0.3; CHO-K1 Ca antag: -17; CHO-K1 Ca PAM: 17; M5 ag: -2; CHRM4 PAM: -2; M4 ag: 1; CHRM5 antagonist: 4; CHRM5 PAM: 1

What do the screens show for `CC(Cc1ccccc1)NC(=O)CC(c1ccccc1)c1ccccc1O` (centres undefined)?
CHRM4 antagonist: -7; M1 ag parental: 0.0; CHO-K1 Ca antag: 17; CHO-K1 Ca PAM: 5; M5 ag: -3; CHRM4 PAM: -2; M4 ag: 0; CHRM5 antagonist: 1; CHRM5 PAM: 0

Results for Cc1cc(F)c(F)c(C(=O)N2CCCCC2C)c1Cl (centres undefined) ?
CHRM4 antagonist: -10; M1 ag parental: 4.1; CHO-K1 Ca antag: 6; CHO-K1 Ca PAM: 6; M5 ag: 2; CHRM4 PAM: -6; M4 ag: 14; CHRM5 antagonist: 13; CHRM5 PAM: -9

How did CC(C)(C)C(=O)[C@H]1[C@H](c2ccccc2)[C@@]2(N=C(c3ccccc3)OC2=O)C2c3ccccc3C=NN21 (some centres undefined) do in these assays?
CHRM4 antagonist: 0; M1 ag parental: 1.3; CHO-K1 Ca antag: 0; CHO-K1 Ca PAM: 7; M5 ag: -6; CHRM4 PAM: -1; M4 ag: 4; CHRM5 antagonist: -2; CHRM5 PAM: -2

How did C=CCOc1ccc(Br)cc1CNC(C)(C)C do in these assays?
CHRM4 antagonist: -2; M1 ag parental: 0.2; CHO-K1 Ca antag: -11; CHO-K1 Ca PAM: 26; M5 ag: -10; CHRM4 PAM: -3; M4 ag: 1; CHRM5 antagonist: 11; CHRM5 PAM: -13

How did COc1ccc(C(=O)N/N=C(\C)CC(=O)NC2CCCCC2)c(OC)c1 do in these assays?
CHRM4 antagonist: 3; M1 ag parental: 0.8; CHO-K1 Ca antag: 0; CHO-K1 Ca PAM: 13; M5 ag: -2; CHRM4 PAM: 5; M4 ag: 1; CHRM5 antagonist: 0; CHRM5 PAM: 0

What do the screens show for `CC(C(=O)Nc1ccccc1C(=O)N1CCOCC1)N(c1ccc(Cl)cc1)S(C)(=O)=O` (centres undefined)?
CHRM4 antagonist: -2; M1 ag parental: 1.1; CHO-K1 Ca antag: -1; CHO-K1 Ca PAM: 15; M5 ag: 0; CHRM4 PAM: 5; M4 ag: 1; CHRM5 antagonist: 1; CHRM5 PAM: 0

How did O=C(c1cc2ccccc2o1)N1CCN(S(=O)(=O)c2ccc(Cl)s2)CC1 do in these assays?
CHRM4 antagonist: -1; M1 ag parental: 0.0; CHO-K1 Ca antag: -7; CHO-K1 Ca PAM: -1; M5 ag: -2; CHRM4 PAM: -3; M4 ag: 1; CHRM5 antagonist: 18; CHRM5 PAM: -7

How did CCOc1ccc(NC(=O)c2ccc(NS(=O)(=O)c3cccs3)cc2)cc1 do in these assays?
CHRM4 antagonist: -7; M1 ag parental: 0.0; CHO-K1 Ca antag: 0; CHO-K1 Ca PAM: 6; M5 ag: -5; CHRM4 PAM: -7; M4 ag: 0; CHRM5 antagonist: 5; CHRM5 PAM: 1

How did Cn1c(=O)oc2cc(S(=O)(=O)NCc3ccccc3)ccc21 do in these assays?
CHRM4 antagonist: 4; M1 ag parental: 0.9; CHO-K1 Ca antag: -16; CHO-K1 Ca PAM: 4; M5 ag: 1; CHRM4 PAM: -10; M4 ag: 1; CHRM5 antagonist: 17; CHRM5 PAM: -4

Next part; it opens with the two that closed the last part.
How did CCOc1ccc(NC(=O)c2ccc(NS(=O)(=O)c3cccs3)cc2)cc1 do in these assays?
CHRM4 antagonist: -7; M1 ag parental: 0.0; CHO-K1 Ca antag: 0; CHO-K1 Ca PAM: 6; M5 ag: -5; CHRM4 PAM: -7; M4 ag: 0; CHRM5 antagonist: 5; CHRM5 PAM: 1

How did Cn1c(=O)oc2cc(S(=O)(=O)NCc3ccccc3)ccc21 do in these assays?
CHRM4 antagonist: 4; M1 ag parental: 0.9; CHO-K1 Ca antag: -16; CHO-K1 Ca PAM: 4; M5 ag: 1; CHRM4 PAM: -10; M4 ag: 1; CHRM5 antagonist: 17; CHRM5 PAM: -4

What do the screens show for `COCCNS(=O)(=O)c1ccc(Cl)c(C(=O)NC2CCN(Cc3ccccc3)CC2)c1`?
CHRM4 antagonist: 10; M1 ag parental: 0.4; CHO-K1 Ca antag: -13; CHO-K1 Ca PAM: 2; M5 ag: -5; CHRM4 PAM: 8; M4 ag: -1; CHRM5 antagonist: 2; CHRM5 PAM: 0

Results for O=C(NCCOC(=O)c1cccs1)c1cccnc1 ?
CHRM4 antagonist: -3; M1 ag parental: 0.0; CHO-K1 Ca antag: 6; CHO-K1 Ca PAM: -6; M5 ag: 0; CHRM4 PAM: 1; M4 ag: 1; CHRM5 antagonist: 1; CHRM5 PAM: -4

What do the screens show for `O=C1NC(=O)C(c2ccc(F)cc2)N1` (centres undefined)?
CHRM4 antagonist: -10; M1 ag parental: 0.0; CHO-K1 Ca antag: -13; CHO-K1 Ca PAM: 16; M5 ag: -4; CHRM4 PAM: 17; M4 ag: 1; CHRM5 antagonist: 2; CHRM5 PAM: 1

How did CCOc1ccc(N(CC(=O)Nc2ccccc2C)S(=O)(=O)c2c(C)[nH]c(=O)[nH]c2=O)cc1 do in these assays?
CHRM4 antagonist: -4; M1 ag parental: 0.2; CHO-K1 Ca antag: -11; CHO-K1 Ca PAM: 6; M5 ag: -2; CHRM4 PAM: 5; M4 ag: 1; CHRM5 antagonist: 0; CHRM5 PAM: 2

Results for Oc1[nH]c2ccccc2c1C1=NCCCCC1 ?
CHRM4 antagonist: -2; M1 ag parental: -0.1; CHO-K1 Ca antag: 15; CHO-K1 Ca PAM: -15; M5 ag: -9; CHRM4 PAM: -1; M4 ag: 0; CHRM5 antagonist: 5; CHRM5 PAM: -4

Results for COc1ccc(C(=O)CSc2nnc(-c3ccco3)n2CC2CCCO2)cc1 (centres undefined) ?
CHRM4 antagonist: 1; M1 ag parental: 0.7; CHO-K1 Ca antag: -9; CHO-K1 Ca PAM: 12; M5 ag: -3; CHRM4 PAM: -7; M4 ag: 2; CHRM5 antagonist: 7; CHRM5 PAM: -7

Results for C=CCNc1nc(C(=O)OCC(=O)c2cccc(Br)c2)cs1 ?
CHRM4 antagonist: 0; M1 ag parental: 0.7; CHO-K1 Ca antag: -12; CHO-K1 Ca PAM: 13; M5 ag: 2; CHRM4 PAM: 5; M4 ag: 1; CHRM5 antagonist: 9; CHRM5 PAM: -4

How did O=C(NNc1c(Cl)cc(Cl)cc1Cl)c1cccc([N+](=O)[O-])c1 do in these assays?
CHRM4 antagonist: -12; M1 ag parental: 8.5; CHO-K1 Ca antag: -5; CHO-K1 Ca PAM: 10; M5 ag: 1; CHRM4 PAM: 5; M4 ag: 7; CHRM5 antagonist: 2; CHRM5 PAM: -12

Results for CC(C)CCNC(=O)COc1ccc2c(c1)C(=O)CC(C)(C)O2 ?
CHRM4 antagonist: -4; M1 ag parental: 0.3; CHO-K1 Ca antag: 3; CHO-K1 Ca PAM: -4; M5 ag: 1; CHRM4 PAM: 3; M4 ag: 2; CHRM5 antagonist: 4; CHRM5 PAM: 7

What do the screens show for `O=C1CC(SC(=Nc2ccccc2)Nc2ccccc2)C(=O)N1c1cccc(Cl)c1` (centres undefined)?
CHRM4 antagonist: -1; M1 ag parental: 1.5; CHO-K1 Ca antag: -11; CHO-K1 Ca PAM: 16; M5 ag: -4; CHRM4 PAM: 5; M4 ag: 1; CHRM5 antagonist: 6; CHRM5 PAM: -5
